HTT aggregate – qHTS Multiplex Assay to Identify Dual Action Probes in a Cell Model of Huntington: Aggregate Formation (GFP); Potency, µM (doses to about 46.1 µM), without a hit: top-dose activity change, negative = inhibition, actives largely listed as inhibitors; actives 1.1% (n = 220,000); AID 1688, 2009; PC12 HttQ103-GFP aggregates, Acumen cytometry, 40 h; further: potency means the concentration at half of the fitted maximal effect; on the % scale 0 is the no-effect control and ±100 the full control effect; nearly all actives have a fitted effect of over 60% in size
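Steps: seed 1500 PC12 HTTQ103-GFP cells/well; add tebufenozide, 100 nM final; add compound titration; add ATPLite reagent; quantify GFP aggregates by laser scanning cytometry.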
LMNA splice mod – qHTS Assay for Modulators of Lamin A Splicing; HeLa LMNA splicing GFP/RFP minigene ratio, 48 h; Potency, µM (top dose mostly 46.1 µM), for the others: top-dose ratio change, negative = inhibition, actives largely listed as inhibitors; actives 0.01% (n = 200,000); AID 1487, 2009; active means well fitted inhibition curve with a large enough effect in the signal ratio, with a control signal flat, not every such curve was filed as active; inconclusive means small, poorly fitted or top-dose-only effect, or effect the other way, or a change in a side signal; the % refers to the signal ratio; further: potency means the concentration at half of the fitted maximal effect; on the % scale 0 is the no-effect control and ±100 the full control effect
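S3 HeLa stable clones carrying a lamin A-EGFP splicing minigene plus DsRed2 were seeded at 600 cells/well in Opti-MEM with 2% FBS, pin-dosed and incubated 48 h at 37°C. Acumen cytometry (488 nm) gave the GFP/RFP total-intensity ratio.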
HTT cytoprotect – qHTS Multiplex Assay to Identify Dual Action Probes in a Cell Model of Huntington: Cytoprotection (ATP) | actives 0.14% (n = 230,000) | Potency, µM (highest dose often 56.4 µM), for the others: cytoprotection (ATP increase), actives largely listed as activators | PC12 HTT-Q103 induced, cytoprotection, ATP luminescence, 40 h;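 further: potency means the concentration at half of the fitted maximal effect; % of control where 0% means no effect; nearly all actives have a fitted effect of over 45% in size; toxic huntingtin expression switched on by the ecdysone agonist tebufenozide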
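PC12 cells with ecdysone-inducible HTT exon 1 Q103-GFP, induced with 100 nM tebufenozide and co-treated with library compounds in a dose series (1536-well, 1500 cells/well). Cytoprotection read as ATP content by ATPlite luminescence.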
GAA glycogen – qHTS Assay for Inhibitors and Activators of Human alpha-Glucosidase Cleavage of Glycogen; actives 0.38% (n = 300,000); Lysosomal alpha-glucosidase (Homo sapiens), P10253; recombinant GAA, glycogen substrate, Amplex Red glucose oxidase fluorescence; Potency, µM (titrated, usually from 76.4 µM), without a hit: top-dose activity change, negative = inhibition, hits mostly inhibitors;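 further: potency means the concentration at half of the fitted maximal effect; 0% = full enzyme reaction and -100% = no-enzyme basal signal; the screen sought inhibitors and activators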
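qHTS, 1536-well; enzyme 4 nM final; cpd up to 77 uM; substrate bovine liver glycogen 30 ug; 50 mM citrate/phosphate pH 5.0, 0.01% Tween-20; 37 C, 40 min; Amplex Red detection 45 min RT; Hill fit → AC50.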
GAA inhib – qHTS Assay for Inhibitors of Human alpha-Glucosidase as a Potential Chaperone Treatment of Pompe Disease; Lysosomal alpha-glucosidase (Homo sapiens), P10253; purified human GAA, 4-MU-alpha-glucoside fluorescence; Potency, µM (top dose mostly 76.9 µM), inactives show at the top dose activity change, negative = inhibition, hits mostly inhibitors; actives 0.005% (n = 200,000); AID 1466, 2008;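 further: potency means the concentration at half of the fitted maximal effect; plate controls were uninhibited enzyme wells for no effect and no-enzyme background for full effect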
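Read-out is 4-methylumbelliferone fluorescence (Ex 365/Em 440 nm) after NaOH/glycine stop at pH 10. Enzyme 4 nM, substrate 400 uM, pH 5.0 citrate buffer, 20 min room temperature; AC50 from Hill-equation concentration-response.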
GAA spleen mod – qHTS Assay for Inhibitors and Activators of Human alpha-Glucosidase From Spleen Homogenate. human spleen homogenate, 4-MU-alpha-glucoside fluorescence. Lysosomal alpha-glucosidase (Homo sapiens), P10253. Potency, µM (series often up to 79.9 µM), without a hit: at the highest dose activity change, negative = inhibition, most hits filed as inhibitors. actives 0.006% (n = 240,000);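 further: potency means the concentration at half of the fitted maximal effect; 0% = enzyme with vehicle and -100% = no enzyme basal signal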
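Human spleen homogenate (1 ug) incubated with compounds and 1 mM 4-methylumbelliferyl-alpha-D-glucopyranoside in pH 5.0 citrate/phosphate buffer, 37 C, 40 min. Stopped at pH 10; 4-MU fluorescence (Ex 365/Em 440 nm); AC50 by Hill fit.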
CBFb RUNX1 block – qHTS Assay for Compounds Blocking the Interaction Between CBF-beta and RUNX1 for the Treatment of Acute Myeloid Leukemia. Runt-related transcription factor 1 (Homo sapiens) + Core-binding factor subunit beta …. AlphaScreen CBFb-His/RUNX1-biotin binding, biochemical. Potency, µM (series often up to 59.8 µM), inactives show at the highest dose activity, negative = inhibition, most hits filed as inhibitors. 230,000 tested, under 10 active; further: % of control where 0% means no effect
Target sequence (Q01196 whole entry, looked up): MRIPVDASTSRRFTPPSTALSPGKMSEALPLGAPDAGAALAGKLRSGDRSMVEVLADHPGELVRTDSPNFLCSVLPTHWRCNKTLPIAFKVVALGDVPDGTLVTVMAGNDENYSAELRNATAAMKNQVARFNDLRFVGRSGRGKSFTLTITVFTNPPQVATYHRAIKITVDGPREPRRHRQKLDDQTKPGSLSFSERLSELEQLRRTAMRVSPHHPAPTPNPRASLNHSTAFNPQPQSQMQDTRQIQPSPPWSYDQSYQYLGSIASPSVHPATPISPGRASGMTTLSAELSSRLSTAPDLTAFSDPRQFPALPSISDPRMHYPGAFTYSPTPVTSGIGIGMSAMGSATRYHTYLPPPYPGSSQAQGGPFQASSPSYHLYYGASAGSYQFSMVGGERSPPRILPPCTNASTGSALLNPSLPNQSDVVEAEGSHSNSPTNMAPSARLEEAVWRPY
Target sequence (Q13951 whole entry, looked up): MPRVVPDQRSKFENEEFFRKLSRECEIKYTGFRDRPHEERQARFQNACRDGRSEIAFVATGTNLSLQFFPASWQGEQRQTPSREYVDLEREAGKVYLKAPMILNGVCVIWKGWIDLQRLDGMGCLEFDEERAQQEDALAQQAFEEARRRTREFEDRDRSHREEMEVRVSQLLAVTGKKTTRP
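Proteins preincubated together for 20 min at RT before compound addition; 15 min later, nickel and streptavidin beads were added and left 90 min prior to AlphaScreen measurement.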
* hit, by the source's call; ? = inconclusive; . = not tested or not shown; & = joins results of further samples; [ ] = dose if it differs, or a comment. Unless noted, the call rests on the fitted dose curve; in most records, active means well fitted curve in the direction sought with a large enough effect; inconclusive means small, poorly fitted or top-dose-only effect, or another doubt; inactive means no such curve, though single readings can be large; an effect the other way counts as inactive or inconclusive.

SMILES	HTT aggregate	LMNA splice mod	HTT cytoprotect	GAA glycogen	GAA inhib	GAA spleen mod	CBFb RUNX1 block
Cc1cc(N/N=C/c2ccc3c(c2)OCO3)nc2ccccc12	-10%[9.22 µM]	.	2%[10 µM]	-20%	.	7%	4%
O=C(CC(Sc1n[nH]c(-c2ccccc2)n1)c1ccccc1)NCc1ccccc1 (stereo not drawn)	-19%	-15%	10%[10 µM]	10%	2%	-3%	5%
Nc1ccc(N2CCN(c3cccc(Cl)c3)CC2)cc1	2%	?	.	-23%	0%	-1%	-8%
O=C(COC(=O)c1ccc(Cl)cc1O)NCCN1C(=O)CSC1=O	-24%[9.22 µM]	.	-13%[10 µM]	-6%	.	-2%	11%
O=c1[nH]c2ccc(S(=O)(=O)N3CCCCC3)cc2[nH]1	9%	-5%	-15%	-18%	?	-1%	-3%
Cn1nc(NC(=O)C2CCC2C(=O)O)c2c(F)cccc21 (stereo not drawn)	-3%[9.22 µM]	.	16%[10 µM]	-5%	.	3%	22%
Cc1cc(Cl)ccc1OCC(=O)n1cc(C(=O)c2cc(Cl)ccc2O)cn1	?	?	22%	5%	8%	-9%	0%
CC1(C)CC(=O)C2=C(C1)Oc1ncn(CCCn3ccnc3)c(=N)c1C2c1ccccc1 (stereo not drawn)	0%	?	-4%[0.074 µM]	6%	0%	3%	-3%
COc1ccccc1C=NC(CO)C(O)c1ccc([N+](=O)[O-])cc1 (stereo not drawn)	14%	12%	-24%	2%	-2%	0%	3%
O=C(Oc1cccc(/C=N/Nc2nc(N3CCOCC3)nc(N3CCOCC3)n2)c1)c1ccco1	7%	-1%	20%	-8%	-9%	-9%	8%
CCOc1ccc(NC(=O)C2=C(C)C(=O)OC23CCC(C)CC3)cc1 (stereo not drawn)	-8%	4%	5%	-15%[76.3 µM]	-5%	-3%	-2%
c1ccc(-n2nnnc2Oc2cccc3cccnc23)cc1	?	-28%	-41%[0.074 µM]	-5%	5%	0%	5%

An excerpt from above, showing only GAA spleen mod and CBFb RUNX1 block:
structure	GAA spleen mod	CBFb RUNX1 block
O=C(COC(=O)c1ccc(Cl)cc1O)NCCN1C(=O)CSC1=O	-2%	11%
O=c1[nH]c2ccc(S(=O)(=O)N3CCCCC3)cc2[nH]1	-1%	-3%

Going on with the list.
SMILES	HTT aggregate	LMNA splice mod	HTT cytoprotect	GAA glycogen	GAA inhib	GAA spleen mod	CBFb RUNX1 block
Cn1cc(CNCc2cn[nH]c2-c2ccc(F)cc2)c(-c2ccc3c(c2)OCCO3)n1	-2%[9.22 µM]	?	-3%[10 µM]	13%	4%	9%	3%
O=C(Cc1ccccc1)N1CCc2ccccc21	-3%	8%	4%	11%	-6%	1%	17%
Cc1sc2ncnc(Sc3ccccc3C(=O)Nc3ccc(C#N)cc3)c2c1C	-6%	-8%	.	-1%	-6%	-5%	-7%
COc1ccccc1C(OC(=O)c1cccs1)C(=O)NCc1ccco1 (stereo not drawn)	21%	-5%	-18%	-3%	?	5%	1%
CCCn1c(=O)c2ccccc2n2c(SCC(=O)/C(C#N)=C(\C)N)nnc12	6%	10%	-8%[10 µM]	7%	-5%	-5%	0%
O=C(c1cnn2cccnc12)N1CCN(Cc2ccc3c(c2)OCO3)CC1	-9%	14%	-8%	3%	-1%	4%	5%
COc1ccc(/C=C/C(=O)c2sc(-c3ccc(Cl)cc3)nc2C)cc1	15%	-1%	-13%	1%	-2%	-5%	11%
CN(CC(=O)Nc1ccncc1)S(=O)(=O)c1ccccc1	-17%	-3%	-16%[0.074 µM]	7%	0%	-3%	2%
O=C(/C=C/c1ccccc1)Nc1ccc(Br)cn1	-13%	.	-68%[inhibitor]	-11%	0%	-4%	1%
COC(=O)c1ccccc1NC(=O)Nc1nnc(N2CCCCC2C)s1 (stereo not drawn)	3%	-11%	-32%[inhibitor]	-7%	2%	11%	1%[2.36 µM]
CCOC(=O)c1c(C)nc2sc3c(=O)n(-c4ccc(C(C)=O)cc4)nnc3c2c1-c1ccc(OC)cc1	-4%	2%	-17%	19%	7%	8%	3%
CC(C)N(Cc1nccn1C)C(=O)c1cc(COc2ccc3ncccc3c2)on1	20µM*	.	-6%	6%	-3%	-8%	15%
CC1CC(=O)Nc2ccccc2N1C(=O)Nc1ccc(F)cc1 (stereo not drawn)	24%[9.22 µM]	.	11%[10 µM]	-4%	.	17%	-2%
CCc1ccc(C(=O)COC(=O)c2cnccn2)cc1	-8%	-6%	14%	5%	-6%	-8%	1%
C=C(Cl)COc1cc(C)cc2oc(=O)cc(CC)c12	11%	11%	-6%	-30%	-9%	2%	0%
CCSc1cc(N2CCOCC2)nc(-c2ccccc2)n1	-18%	?	.	1%	-2%	2%	6%
Cc1ccc(OCCn2ccc(=O)[nH]c2=O)cc1C	14%	6%	4%	0%	1%	4%	4%
Cc1nc2nc(Cc3ccccc3)nn2c(C)c1Cl	-17%	-11%	-10%[0.074 µM]	-1%	-1%	-9%	-3%
COc1cc(C(=O)N=c2sc3ccccc3n2C)cc(OC)c1OC	-6%	-21%[46 µM]	-9%	-6%	9%	0%	-6%
COC(=O)c1ccc(NC(=O)CSc2nnc(COc3c(C)cccc3C)o2)cc1	16%	-6%	-7%	4%	-1%	-6%	6%
CCCCCOc1ccc(NC(=O)C(=O)NCC2CCCN2CC)cc1 (stereo not drawn)	21%	.	3%	-2%	1%	1%	4%
C=C(C(=O)OC)C(NC(=O)OC)c1ccccc1 (stereo not drawn)	.	.	2%	.	.	-3%	0%
Cc1ccc(C(=O)COC(=O)c2cc(=O)[nH]c3ccccc23)cc1	9%	?	-68%[inhibitor]	2%	1%	-5%	-2%
Nc1ccccc1C(=O)CC(N)C(=O)O (stereo not drawn)	.	9%	?	.	.	-4%&8%	2%[21.7 µM]
Cc1cc2c(c(=O)n1CCCn1ccnc1)C(c1ccco1)C(C#N)=C(N)O2 (stereo not drawn)	8%	3%	13%	-3%	-2%	5%	-1%
Cc1nnc(-c2ccc(N3CCCCCC3)c([N+](=O)[O-])c2)o1	-16%[9.22 µM]	.	-9%[10 µM]	7%	.	2%	-9%
CCN(CC)CCCNC(=O)c1cc(-c2ccc(Cl)c(Cl)c2)on1	?	7%	-57%[inhibitor]	6%	-2%	-7%	0%
O=C(Nc1nccs1)c1ccc([N+](=O)[O-])cc1	-6%[9.22 µM]	?	-11%[10 µM]	-7%	-2%	-4%	19%
O=C(Nc1ncccn1)c1ccc([N+](=O)[O-])o1	-30%	.	-17%	-1%	?	.	-14%
CC(C)OC(=O)CSc1nc2cc3c(cc2cc1C#N)OCO3	9%	-5%	-10%[10 µM]	8%	0%	-1%	5%
O=C(Oc1cc(Cl)ccc1Cl)c1ccc(N2CCOCC2)c([N+](=O)[O-])c1	15%	-3%	.	-6%	-17%	0%	-22%
COc1ccc(-c2cc3nc[nH]c(=O)c3s2)cc1	8%	-8%	-85%[inhibitor]	-1%	2%	-2%	-1%
CC(C)Cc1nc2n[nH]c(N)c2c2c1CCCC2	-13%	8%	-1%	17%	-11%	-17%	-6%
CCOC(=O)CNC(=O)CSc1nnc(-c2ccccc2)c(-c2ccccc2)n1	13%[9.22 µM]	.	18%[10 µM]	17%	?	-19%	1%
NC(N)=NC(N)=Nc1cccc2ccccc12	-24%[9.22 µM]	.	-8%[10 µM]	6%	.	6%	13%
COc1cccc(-c2nnc(-c3ccco3)o2)c1	-2%	-4%	.	8%	2%	0%	-1%
COc1cc(/C=N/NC(=O)c2c(C)nnn2-c2nonc2N)ccc1O	-5%	?	.	-21%	-6%	5%	19%
CC(=O)c1ccc(NC(=O)C2(c3ccccc3)CCOCC2)cc1	7%	12%	13%	-6%	-2%	-5%	-1%

Grouped by structure: the compounds so far containing an aryl methoxy group (8)
SMILES	HTT aggregate	LMNA splice mod	HTT cytoprotect	GAA glycogen	GAA inhib	GAA spleen mod	CBFb RUNX1 block
COc1ccccc1C=NC(CO)C(O)c1ccc([N+](=O)[O-])cc1 (stereo not drawn)	14%	12%	-24%	2%	-2%	0%	3%
COc1ccccc1C(OC(=O)c1cccs1)C(=O)NCc1ccco1 (stereo not drawn)	21%	-5%	-18%	-3%	?	5%	1%
COc1ccc(/C=C/C(=O)c2sc(-c3ccc(Cl)cc3)nc2C)cc1	15%	-1%	-13%	1%	-2%	-5%	11%
CCOC(=O)c1c(C)nc2sc3c(=O)n(-c4ccc(C(C)=O)cc4)nnc3c2c1-c1ccc(OC)cc1	-4%	2%	-17%	19%	7%	8%	3%
COc1cc(C(=O)N=c2sc3ccccc3n2C)cc(OC)c1OC	-6%	-21%[46 µM]	-9%	-6%	9%	0%	-6%
COc1ccc(-c2cc3nc[nH]c(=O)c3s2)cc1	8%	-8%	-85%[inhibitor]	-1%	2%	-2%	-1%
COc1cccc(-c2nnc(-c3ccco3)o2)c1	-2%	-4%	.	8%	2%	0%	-1%
COc1cc(/C=N/NC(=O)c2c(C)nnn2-c2nonc2N)ccc1O	-5%	?	.	-21%	-6%	5%	19%

High-throughput results deposited in PubChem by National Center for Advancing Translational Sciences (NCATS).

The order is random. Share with any hit: about 1.5%.
